eLon inh – E. coli protease La inhibition. inhibition, % at 7.94 µM. 360,000 tested, 0.42% active. purified E. coli Lon protease, fluorescence polarization. P0A9M0; in the data active = inhibition above about 13%, passing the limit was not always enough;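 note: 0% = enzyme with probe and DMSO and 100% = no enzyme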
FAS-TE inh – FAS thioesterase (human) inhibition; inhibition, % at 15 µM; P49327; recombinant FAS-TE, OMFH fluorogenic substrate, fluorescence endpoint; 360,000 tested, 0.67% active;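 active = compounds whose normalised, plate-corrected inhibition of enzyme fluorescence in the single-dose primary screen is 50% or more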;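 note: 0% = DMSO with enzyme and 100% = substrate without enzyme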
CSN inh – blocks human CSN-mediated cullin deneddylation | Purified CSN, SCF-Nedd8-OG deneddylation, fluorescence polarization | Q92905 | 360,000 tested, 0.38% active | inhibition, % at 12.5 µM;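 active = pattern-corrected inhibition above about 35%, with an unprinted fluorescence ratio check between 0.5 and 1.5, limit read from the data, passing the limit was not always enough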;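 note: 0% = enzyme with substrate and 100% = substrate without enzyme; some results filed as inactive read as strong as hits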
Target sequence (Q92905 whole entry, looked up, one chain of several): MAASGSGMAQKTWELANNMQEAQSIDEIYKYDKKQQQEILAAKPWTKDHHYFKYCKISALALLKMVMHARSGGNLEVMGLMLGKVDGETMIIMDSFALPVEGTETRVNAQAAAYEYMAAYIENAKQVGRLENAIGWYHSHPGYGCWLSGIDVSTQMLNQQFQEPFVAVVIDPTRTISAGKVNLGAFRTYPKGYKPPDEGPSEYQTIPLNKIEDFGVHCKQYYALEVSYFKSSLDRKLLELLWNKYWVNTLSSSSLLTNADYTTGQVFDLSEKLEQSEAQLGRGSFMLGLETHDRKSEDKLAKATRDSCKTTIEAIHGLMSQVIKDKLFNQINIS
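Assay system: HEK293T-derived human Csn5 enzyme; quantity: 0.24 nM enzyme; medium: Tris/NaCl/DTT buffer, pH 7.5; also added: substrate SCFSkp2-Nedd8OG, 10 nM; doses: 12.5 µM compound; schedule: 90 min reaction at room temperature; signal: FP; read-out: % inhibition of substrate cleavage by Csn5; benchmarks: substrate-only high control, full reaction low control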
bovine MsrA act – activates bovine MsrA enzyme; 360,000 tested, 0.3% active; activation, % at 10.6 µM; purified bovine MsrA, absorbance read-out; in the data active = activation above about 7.5%;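 note: 0% = vehicle and 100% = reference activator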
Rin1 Abl inh – human Rin1-Abl interaction inhibition. P00519+Q13671. TR-FRET Rin1/Abl binding, biochemical. inhibition, % at 7.35 µM. 360,000 tested, 0.4% active. AID 588664; in the data active = inhibition above about 5%, passing the limit was not always enough
MsrA inhibitor – inhibitors of bovine MsrA. purified bovine MsrA, absorbance read-out. inhibition, % at 15.5 µM. 360,000 tested, 0.75% active. AID 651718; in the data active = inhibition above about 4.5%;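 note: 0% = vehicle wells with enzyme and 100% = reference inhibitor wells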
MT1-MMP act inh – inhibitors of human MT1-MMP activation; P50281; HT1080 RFP-PRO-GFP cells, GFP/RFP ratio fluorescence, overnight; percent of plate control window, DMSO zero; GFP/RFP ratio change, % at 20 µM; 360,000 tested, 0.061% active; AID 651647;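 active = GFP/RFP ratio change of at least 30% with cell ATP level not reduced by more than half and red fluorescence within 50% of control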; note: strong numbers were not always called active
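Material – HT1080 RFP-PRO-GFP cells · Control set – DMSO wells and RFP-L50D-GFP cells · Incubation – overnight cell settling, then overnight compound exposure, 37 °C, 5% CO2 · Compound dosing – single-point 20 µM compound, 1% DMSO · Read-out – GFP/RFP fluorescence ratio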
MLLE-PAM2 inh – inhibitors of microRNA-mediated deadenylation, human PABP1 MLLE binding. inhibition, % at 20 µM. GST-MLLE / FITC-PAM2 fluorescence polarization. P11940. 360,000 tested, 0.36% active. AID 588489; in the data active = inhibition above about 35%, passing the limit was not always enough;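 note: plate controls were DMSO wells with GST-MLLE for no effect and wells lacking GST-MLLE protein for full effect; some results filed as inactive read as strong as hits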
Target sequence (P11940 whole entry, looked up): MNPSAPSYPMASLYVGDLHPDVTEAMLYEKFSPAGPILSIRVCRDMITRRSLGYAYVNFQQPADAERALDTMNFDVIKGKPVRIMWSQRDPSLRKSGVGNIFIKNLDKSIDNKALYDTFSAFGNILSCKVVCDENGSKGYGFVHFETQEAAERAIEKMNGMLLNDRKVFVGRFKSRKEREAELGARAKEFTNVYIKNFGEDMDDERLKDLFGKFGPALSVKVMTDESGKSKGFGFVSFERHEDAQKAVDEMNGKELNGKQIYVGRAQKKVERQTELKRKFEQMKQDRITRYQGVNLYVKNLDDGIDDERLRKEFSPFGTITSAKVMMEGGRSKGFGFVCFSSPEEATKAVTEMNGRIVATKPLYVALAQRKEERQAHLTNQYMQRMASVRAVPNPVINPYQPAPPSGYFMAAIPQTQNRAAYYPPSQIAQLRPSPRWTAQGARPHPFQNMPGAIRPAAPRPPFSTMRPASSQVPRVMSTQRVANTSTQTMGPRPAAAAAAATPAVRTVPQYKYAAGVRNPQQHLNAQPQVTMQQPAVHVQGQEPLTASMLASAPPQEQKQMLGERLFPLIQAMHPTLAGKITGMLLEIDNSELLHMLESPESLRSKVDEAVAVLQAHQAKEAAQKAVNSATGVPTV
Rpn11 block – blocks the human proteasome subunit Rpn11. human 26S proteasome, Ub4-pepOG fluorescence polarization; 20S core pre-blocked with epoxomicin. calls only at 20 µM. 360,000 tested, 0.59% active;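 active = inhibition at 20 µM, scaled to each plate's controls, above about 33%, limit read from the data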
* marks the source's active call; other numbers are inactive results; i = inactive; / = no result given; + = active, no number.

Codes – A = eLon inh; B = FAS-TE inh; C = CSN inh; D = bovine MsrA act; E = Rin1 Abl inh; F = MsrA inhibitor; G = MT1-MMP act inh; H = MLLE-PAM2 inh; I = Rpn11 block
O=C1NC(Cc2ccccc2)c2nc3cc(F)ccc3c(=O)n2-c2ncccc21 (configuration not stated)
  A: 16 | B: 3 | C: 3 | D: -2 | E: -1 | F: -0.2 | G: 1 | H: -3 | I: i

N#CCCN(CCC#N)C(=O)COc1ccc(Cl)cc1Cl
  A: -6 | B: -7 | C: 0 | D: -3 | E: -1 | F: -0.1 | G: 2 | H: 0 | I: i

O=C(CSc1ccccc1)N[C@@H](Cc1ccccc1)C(=O)O
  A: -10 | B: -12 | C: -5 | D: -6 | E: 7 | F: 0.9 | G: 4 | H: 10 | I: i

CCS(=O)(=O)N1CCCC(C(=O)NCC2CCCO2)C1 (configuration not stated)
  A: 10 | B: -6 | C: 0 | D: 1 | E: 1 | F: 0.4 | G: 2 | H: -1 | I: i

CCCC(=O)NC(c1cccs1)c1cc([N+](=O)[O-])c2cccnc2c1O (configuration not stated)
  A: 0 | B: 7 | C: 6 | D: -6 | E: 3 | F: -1.0 | G: 11 | H: 11 | I: +

Cc1occc1C(=O)Nc1c(F)cc(F)cc1Br
  A: 9 | B: -8 | C: 0 | D: 0 | E: 0 | F: 0.1 | G: -1 | H: -3 | I: i

CCOc1ccc(N2CC(=O)SC2=S)cc1
  A: -5 | B: -5 | C: 0 | D: -1 | E: -1 | F: -0.8 | G: 37* | H: 31 | I: i

O=C(NC12CC3CC(CC(C3)C1)C2)c1ccccc1
  A: -2 | B: -2 | C: -3 | D: -2 | E: 0 | F: -1.8 | G: -2 | H: 2 | I: i

CC1CCN(C(=O)c2ccc(-n3cnnn3)cc2)CC1
  A: 3 | B: -3 | C: -8 | D: -3 | E: -2 | F: -0.9 | G: 0 | H: 2 | I: i

COCCCn1c(=O)/c(=C\c2ccc(OC(F)F)c(OC)c2)s/c1=C(/C#N)C(N)=O
  A: -3 | B: -18 | C: 68 | D: -4 | E: 2 | F: 0.7 | G: -39 | H: -143 | I: /

Cc1ccc(S(=O)(=O)N2CCOCC2)cc1NC(=O)COc1cccc(-n2cnnn2)c1
  A: 14 | B: -1 | C: -3 | D: -1 | E: -2 | F: -0.6 | G: 2 | H: -11 | I: i

COC(=O)c1ccccc1NC(=S)NC(=O)c1ccc(C)cc1
  A: -6 | B: 13 | C: -1 | D: -2 | E: 1 | F: -0.6 | G: 0 | H: 36 | I: i

Cc1ccc([C@H]2C[C@@H](O)[C@H](n3cc(C4CC4)nn3)CN2C(=O)c2cccs2)cc1
  A: -4 | B: -10 | C: 1 | D: -4 | E: 0 | F: -0.9 | G: 0 | H: -2 | I: i

COc1ccc(NC(=S)N(CCCN2CCOCC2)C(C)c2cc3cccc(OC)c3o2)cc1 (configuration not stated)
  A: 0 | B: 14 | C: 1 | D: -4 | E: 0 | F: 1.1 | G: 1 | H: -88 | I: i

O=C(CSc1ccc2nnc(-c3ccccc3)n2n1)NCc1ccco1
  A: 0 | B: 0 | C: 6 | D: -1 | E: -5 | F: 0.6 | G: 3 | H: 21 | I: i

COc1ccc(OCC(=O)Nc2ccc(C)c(S(=O)(=O)N(C)C)c2)cc1
  A: 4 | B: 4 | C: -5 | D: -2 | E: 2 | F: 1.3 | G: 1 | H: -58 | I: i

O=C(CC1Sc2ccccc2NC1=O)NNc1ccc(Cl)cc1Cl (configuration not stated)
  A: 3 | B: 4 | C: 5 | D: -3 | E: 5 | F: 0.8 | G: 4 | H: 0 | I: i

OC[C@@H]1CN(Cc2ccco2)C[C@H](n2cnc3c(N4CCN(c5ccccc5)CC4)ncnc32)O1
  A: -6 | B: -2 | C: 0 | D: 2 | E: -3 | F: -1.3 | G: 6 | H: 6 | I: i

O=C(O)CCC(NS(=O)(=O)c1ccc(-c2ccccc2)cc1)C(=O)O (configuration not stated)
  A: -1 | B: -1 | C: -3 | D: -6 | E: -2 | F: 1.1 | G: 3 | H: 10 | I: i

Cc1cn([C@H]2C[C@H](O)[C@@H](/C=C/C(=O)NCc3cccc4ccccc34)O2)c(=O)[nH]c1=O
  A: 2 | B: -8 | C: 1 | D: -3 | E: 0 | F: -1.0 | G: 4 | H: 5 | I: i

COCC(=O)N(Cc1cc2cc(C)ccc2[nH]c1=O)c1ccc(C)c(C)c1
  A: -2 | B: -1 | C: -2 | D: -3 | E: 1 | F: 1.8 | G: -11 | H: 9 | I: i

COC(=O)[C@]12CCCCC=C1N(CCC1=CCCCC1)C(=O)[C@H](CC(=O)N1CCSCC1)C2
  A: 4 | B: 6 | C: -1 | D: 0 | E: / | F: 0.5 | G: -3 | H: / | I: /

C[n+]1cc(C(=O)N2CCCCC2)ccc1/C=C/c1c[nH]c2ccccc12
  A: -373 | B: -6 | C: 149 | D: -2 | E: -66 | F: -0.1 | G: -111 | H: -137 | I: /

Cc1cc(OCC(=O)N2CCN(c3ccccn3)CC2)cc(C)c1Br
  A: 2 | B: 20 | C: 4 | D: -5 | E: -1 | F: -0.9 | G: -1 | H: -15 | I: i

CCC(C)C1C(C#N)=C(N)Oc2n[nH]c(C)c21 (configuration not stated)
  A: 0 | B: 0 | C: 3 | D: -2 | E: -1 | F: 0.0 | G: -3 | H: 13 | I: i

Some values from the entries so far.
In CSN inh, COCCCn1c(=O)/c(=C\c2ccc(OC(F)F)c(OC)c2)s/c1=C(/C#N)C(N)=O is entered as 68
In MsrA inhibitor, O=C(CSc1ccc2nnc(-c3ccccc3)n2n1)NCc1ccco1 is entered as 0.6
In CSN inh, CCC(C)C1C(C#N)=C(N)Oc2n[nH]c(C)c21 (configuration not stated) is entered as 3

The listing continues.
Codes – A = eLon inh; B = FAS-TE inh; C = CSN inh; D = bovine MsrA act; E = Rin1 Abl inh; F = MsrA inhibitor; G = MT1-MMP act inh; H = MLLE-PAM2 inh; I = Rpn11 block
COc1cccc(CN2CCN(Cc3[nH]c4ccccc4c3C)CC2CCO)c1 (configuration not stated)
  A: 1 | B: 2 | C: 0 | D: -2 | E: 1 | F: 1.0 | G: 2 | H: -21 | I: i

CCOC(=O)c1cn(CC(=O)Nc2ccccc2C(=O)OCC)nn1
  A: -10 | B: -9 | C: -5 | D: -6 | E: 3 | F: -0.4 | G: -4 | H: -1 | I: i

CCCCN1CC(CO)Oc2cccc(F)c2S1(=O)=O (configuration not stated)
  A: -9 | B: -8 | C: -2 | D: -2 | E: -1 | F: -0.6 | G: 0 | H: -2 | I: i

COc1ccccc1NC(=O)CSc1ccc2nnc(CCNC(=O)c3ccccc3)n2n1
  A: -11 | B: -3 | C: 0 | D: -8 | E: 0 | F: -0.5 | G: 1 | H: -6 | I: i

CC1CCN(CCOc2cc(Cl)ccc2Cl)CC1
  A: 6 | B: 2 | C: -12 | D: -2 | E: -1 | F: 1.2 | G: 17 | H: 11 | I: i

Cc1ccc(N2CC(C(=O)OCC(=O)c3c(N)n(CC(C)C)c(=O)n(C)c3=O)CC2=O)cc1 (configuration not stated)
  A: -11 | B: -5 | C: 2 | D: 0 | E: 0 | F: -1.1 | G: -4 | H: -3 | I: i

CCOC(=O)C1C(=O)N(O)CC1c1cccc(Oc2ccccc2)c1 (configuration not stated)
  A: -6 | B: -32 | C: 4 | D: -8 | E: -2 | F: -0.5 | G: 1 | H: -11 | I: i

CN1CCN(c2ccc(Cl)cc2NC(=O)CCN2C(=O)c3ccccc3C2=O)CC1
  A: 0 | B: -2 | C: 9 | D: -2 | E: 0 | F: 0.7 | G: -5 | H: -9 | I: i

COc1ccc(OC)c(S(=O)(=O)N2CCCCCC2)c1
  A: 11 | B: -3 | C: -3 | D: -3 | E: -2 | F: 0.1 | G: 2 | H: -4 | I: i

COc1ccc(C)cc1NC(=O)CSc1nc(=O)n(CCCN2CCOCC2)c2c1CCCC2
  A: 3 | B: -6 | C: 1 | D: 2 | E: -3 | F: 0.0 | G: -1 | H: 4 | I: i

O=C(COC(=O)c1cc(=O)[nH]c2ccccc12)Nc1nc(-c2ccccc2)cs1
  A: 6 | B: 12 | C: 4 | D: -5 | E: -2 | F: 1.0 | G: -2 | H: 12 | I: i

CC(=O)NC(=S)Nc1ccccc1N1CCCCC1
  A: -6 | B: 4 | C: 2 | D: -2 | E: 0 | F: 1.2 | G: 3 | H: 21 | I: i

Cc1cc(C)cc(N2CC(C(=O)O)CC2=O)c1 (configuration not stated)
  A: 1 | B: -6 | C: 5 | D: -2 | E: -1 | F: 0.3 | G: 0 | H: 5 | I: i

CC1CCN(CCCNC(=O)C2CCN(S(=O)(=O)N3CCC4(CC3)OCCO4)CC2)CC1
  A: 4 | B: -4 | C: -1 | D: -1 | E: -2 | F: 1.1 | G: 2 | H: -16 | I: i

CN(C)C(=O)CCc1ccc2c3c([nH]c2c1)[C@]1(C)[C@@H](C(=O)N2CCCCC2)C[C@H](CC(=O)NC(C)(C)C)C(=O)N1CC3
  A: 2 | B: -8 | C: 1 | D: -3 | E: 3 | F: -1.0 | G: 5 | H: 1 | I: i

COc1ccc2c(c1)CCc1cc(C(=O)N3CCN(c4ccc(N5CCOCC5)nn4)CC3)sc1-2
  A: -1 | B: 7 | C: 1 | D: 1 | E: -7 | F: / | G: -2 | H: 2 | I: i

Cc1ccc(-n2c(=O)[nH]cc(C(=O)Nc3ccc4c(c3)OCCO4)c2=O)cc1C
  A: -3 | B: -12 | C: -4 | D: -2 | E: 1 | F: 1.0 | G: 2 | H: 4 | I: i

O=C(OCC(=O)C12CC3CC(CC(C3)C1)C2)c1cccnc1
  A: -4 | B: 0 | C: -4 | D: -2 | E: 2 | F: -0.2 | G: 1 | H: -14 | I: i

COC(=O)COc1ccc(S(=O)(=O)NCCC2=CCCCC2)cc1Cl
  A: 4 | B: 11 | C: 2 | D: -2 | E: -1 | F: -0.2 | G: 3 | H: -6 | I: i

Cc1cc(C)cc(NS(=O)(=O)c2ccc(-c3cnc(C4CC4)o3)cc2)c1
  A: -2 | B: 18 | C: -1 | D: -1 | E: 1 | F: -0.4 | G: 5 | H: -1 | I: i

O=C1C=C(NCc2ccc(Cl)c(Cl)c2)CC1
  A: -4 | B: -4 | C: -4 | D: 1 | E: 0 | F: -0.1 | G: 3 | H: -2 | I: i

O=S(=O)(CCc1nnc(-c2ccccc2)o1)c1ccc2ccccc2c1
  A: -2 | B: -2 | C: -1 | D: 3 | E: -2 | F: -0.8 | G: 3 | H: -14 | I: i

O=C(NCCCN1CCOCC1)c1ccc(Br)s1
  A: 3 | B: -8 | C: -2 | D: -3 | E: -4 | F: 0.4 | G: -1 | H: -4 | I: i

COc1cc2ccc(C(C)=O)c(O)c2cc1OC
  A: -4 | B: -1 | C: 0 | D: -4 | E: 0 | F: 1.9 | G: 3 | H: -1 | I: i

Exported as tab-separated lines: part of the list above.
mol	eLon inh	FAS-TE inh	CSN inh	bovine MsrA act	Rin1 Abl inh	MsrA inhibitor	MT1-MMP act inh	MLLE-PAM2 inh	Rpn11 block
CCS(=O)(=O)N1CCCC(C(=O)NCC2CCCO2)C1 (configuration not stated)	10	-6	0	1	1	0.4	2	-1	i
CCCC(=O)NC(c1cccs1)c1cc([N+](=O)[O-])c2cccnc2c1O (configuration not stated)	0	7	6	-6	3	-1.0	11	11	+
